# All columns: NCI-60 one-dose screen, growth in % after 48 h at 10 µM unless noted; 100 = growth as untreated, 0 = no growth, -100 = all killed.
# NCI-H322M = NCI-H322M lung cancer. actives 2.7% (n = 80,000)
# NCI/ADR-RES = NCI/ADR-RES ovarian cells | actives 4.4% (n = 81,000) | AID 1794790
# SK-OV-3 = SK-OV-3 ovarian cancer cells. actives 3.2% (n = 80,000)
# NCI-H522 = NCI-H522 lung cancer | AID 1794739 | actives 8% (n = 78,000)
# NCI-H226 = NCI-H226 lung cancer; AID 1794732; actives 3.5% (n = 79,000)
# OVCAR-4 = OVCAR-4 ovarian cancer cells. actives 3.7% (n = 80,000)
# NCI-H460 = NCI-H460 lung cancer | actives 6.8% (n = 82,000) | AID 1794736
# IGROV1 = IGROV1 ovarian cancer. actives 4.7% (n = 79,000). AID 1794786
# NCI-H23 = NCI-H23 lung cancer; actives 4% (n = 80,000)
# * marks the source's active call; other numbers are inactive results; · = no result given; & = joins results of further samples; ! = not confirmed by another sample. The calls were made as follows: active = growth percent below 10; inactive = the rest.
SMILES,NCI-H322M,NCI/ADR-RES,SK-OV-3,NCI-H522,NCI-H226,OVCAR-4,NCI-H460,IGROV1,NCI-H23
COc1ccc(C(NC23CC4CC(CC(C4)C2)C3)c2nnnn2C(C)(C)C)cc1 (stereo unspecified),98,95,122,86,102,94,102,101,94
Cc1csc(NC(c2ccccc2C)c2c(C)nc3ccccn23)n1 (stereo unspecified),·,99,96,100,95,102,103,·,96
O=C1OC(=O)C2CC(c3ccccc3)=CCC12 (stereo unspecified),·,103,96,98,100,115,106,103,96
COc1cc(-c2c3c(nc4c2c(C)nn4-c2ccccc2)-c2ccccc2C(=O)C3=O)cc(OC)c1OC,104,80,104,84,100,79,77,95,77
COC(=O)c1ccc2c(c1)C(=O)N(CCc1ccc(S(N)(=O)=O)cc1)C2=O,96,99,111,96,96,105,106,101,92
Nc1ccc(N2CCCCC2)cc1,106,97,103,93,98,109,108,123,96
CCn1c(=S)[nH]c2c(=O)n(C)c(=O)n(C)c21,95,103,107,90,105,114,123,102,105
CCCCC(CC)COC(=O)/C=C/c1cccc2c1C(=O)NC(C)(c1cc3cc(Br)ccc3oc1=O)N2 (stereo unspecified),72,59,57,48,65,62,70,50,69
COC1=CC(c2ccc[nH]2)=N/C1=C\c1[nH]c(C)c(C(=O)CCCCC(=O)NCc2ccccc2)c1C,77,42,83,-33*,29,51,1.1*,·,32
COC(=O)CN,98,108,109,112,·,110,107,109,107
Cc1cc(O)c(C(C)C)cc1N=Cc1ccc(Cl)cc1Cl,114,97,102,77,92,117,108,101,94
CCN(C)c1ccccc1,111,97,90,99,96,109,108,113,102

# 2 compounds from above, showing only NCI-H460:
Molecule	NCI-H460
Cc1csc(NC(c2ccccc2C)c2c(C)nc3ccccn23)n1 (stereo unspecified)	103
O=C1OC(=O)C2CC(c3ccccc3)=CCC12 (stereo unspecified)	106

# (more compounds)
SMILES,NCI-H322M,NCI/ADR-RES,SK-OV-3,NCI-H522,NCI-H226,OVCAR-4,NCI-H460,IGROV1,NCI-H23
O=C1c2c(c3c4cc(Br)ccc4[nH]c3c3ccc4ccccc4c23)C(=O)N1O,97,98,·,63,·,·,84,70,96
CCC(=O)c1ccc2c(c1)N(C(C)CN(C)C)c1ccccc1S2 (stereo unspecified),89,86,91,·,101,75,96,86,96
Cc1ccc2nc3c(nc2c1)-c1cccc2cccc-3c12,75,86,112,66,86,92,72,64,89
CC[C@H](CC[C@@H](C)[C@H]1CC[C@H]2[C@@H]3/C(=C/c4cccnc4)C(=O)C4=CC(=O)CC[C@]4(C)[C@H]3CC[C@]12C)C(C)C,98,90,112,91,88,100,98,96,69
CCN1C(=O)/C(=C/C(=O)OC)S/C1=N\Nc1ccc([N+](=O)[O-])cc1[N+](=O)[O-],98,110,106,83,113,82,106,105,97
Cc1nc2cc(Nc3nc(N4CCCC4)nc(N4CCOCC4)n3)ccc2n1Cc1ccccc1,·,89,103,89,84,102,91,87,·
CCN(CC)c1ccc(/C=C2\SC(=O)C(Nc3nnc(-c4cccnc4SCc4ccccc4)o3)C2=O)cc1 (stereo unspecified),·,-9.9*,16,-18*,20,39,3.5*,56,22
CCOC(=O)/C=C(/C)Sc1cc(O)c2ccccc2c1O,-20*,22,6.3*,13,89,51,-64*,·,-71*
COc1cc(-c2cc(-c3ccccc3)nc3nc(NC(C)=O)nn23)cc(OC)c1OC,105,94,120,92,99,104,108,113,95
Cc1c(C(=O)NCCc2ccc(N(C)C)cc2)nn(-c2ccc(Cl)cc2)c1-c1ccc(Cl)cc1,84,78,66,47,79,51,85,57,68
O=c1[nH]c2cc(Cl)c(Cl)cc2n2cc3ncccc3c12,98,82,99,44,89,·,63,86,91
N#Cc1cnc(-n2cc(C#N)c(-c3ccccc3)n2)nc1N,95,104,104,94,104,100,109,95,97
COc1cc(/C=C/C(=O)NCCn2c(C(F)(F)F)cc3ccccc32)cc(OC)c1OC,83&90,84&91,95&97,61&64,87&76,65&85,86&95,77&86,84&86
CN(CCCCCl)P(=O)(OCc1ccc([N+](=O)[O-])o1)C(F)(F)C[C@H](NC(=O)CNC(=O)c1ccc(N=[N+]=[N-])cc1)C(=O)NCCc1ccc(O)cc1 (stereo partly specified),94,103,113,-67*,105,95,105,84,99
N#Cc1c(-c2ccccc2)nc(SCC(O)CN2CCOCC2)[nH]c1=O (stereo unspecified),109,119,130,118,111,117,120,121,119
CCOC(=O)c1c(NC(=O)c2cccc(C(F)(F)F)c2)sc2c1CCC(=O)C2,95,12,82,-4.0*,72,0.2*,28,18,16
CCOC(=O)[C@H]1CCCN1C(=O)[C@@H]1CCCN1C(=O)[C@H](Cc1ccccc1)NC(=S)Nc1ccc(OC)cc1,92,84,111,82,100,88,86,78,88
O=C1CCCc2nc(Nc3ccc(Cl)cc3)ncc21,99,99,98,90,93,93,101,104,94
C=C(C)[C@@H]1CCC[C@]2(C(=O)O)CC[C@]3(C)[C@@H](CC[C@@H]4[C@@]5(C)C/C(=C/c6cccnc6)C(=O)C(C)(C)[C@@H]5CC[C@]43C)[C@@H]12,62,58,88,57,66,78,39,75,59
Nc1nc2c(N=Nc3ccc(Br)cc3)c(N)nn2cc1-c1nc2ccccc2s1,93,100,100,96,89,106,101,92,94
CCN(CC)c1ccc2cc(C(Nc3ccc(F)c(Cl)c3)c3nnnn3C(C)(C)C)c(=O)oc2c1 (stereo unspecified),102,91,103,83,89,·,88,109,103
N#CCc1nnc(CCC(=O)c2nc3ccccc3[nH]2)o1,88,94,97,80,98,92,97,89,90
CC1Cc2c(NCCO)ncnc2N(C)c2ccccc21 (stereo unspecified),109,110,115,90,104,101,108,115,100
CCOC(=O)C1=C(C)n2nc(CC#N)c(C#N)c2NC1c1ccc(N(C)C)cc1 (stereo unspecified),98,97,101,107,84,107,104,80,87

# Shown with values under each structure: 2 of the compounds above
# Order of results – NCI-H322M	NCI/ADR-RES	SK-OV-3	NCI-H522	NCI-H226	OVCAR-4	NCI-H460	IGROV1	NCI-H23
> COc1cc(/C=C/C(=O)NCCn2c(C(F)(F)F)cc3ccccc32)cc(OC)c1OC
 : 83&90	84&91	95&97	61&64	87&76	65&85	86&95	77&86	84&86
> C=C(C)[C@@H]1CCC[C@]2(C(=O)O)CC[C@]3(C)[C@@H](CC[C@@H]4[C@@]5(C)C/C(=C/c6cccnc6)C(=O)C(C)(C)[C@@H]5CC[C@]43C)[C@@H]12
 : 62	58	88	57	66	78	39	75	59

# Following part.
SMILES,NCI-H322M,NCI/ADR-RES,SK-OV-3,NCI-H522,NCI-H226,OVCAR-4,NCI-H460,IGROV1,NCI-H23
Cc1ccc(S(=O)(=O)Oc2ccccc2)cc1,93,99,·,·,104,96,·,106,101
COc1ccc(NC(=O)N2CCN(c3nc(-c4ccc(C)cc4)nc4ccccc34)CC2)cc1,76,74,101,58,71,93,82,84,91
CC1=C(C(=O)c2cnccn2)C(c2ccc(Br)cc2)NC(=O)N1 (stereo unspecified),101,100,·,84,97,97,109,106,93
Clc1ccc(Oc2ccc(Nc3ncnc4onc(-c5ccccc5)c34)cc2)c(Cl)c1,111,97,·,73,·,81,101,95,89
Nc1ccc(S(=O)(=O)c2ccc(NCNc3ccc(S(=O)(=O)c4ccc(N)cc4)cc3)cc2)cc1,105,106,77,59,93,120,103,107,104
Cc1c(N)cccc1Cl,94,102,115,85,99,101,99,·,99
O=C1c2cccc3c(N4CCN(Cc5ccccc5)CC4)ccc(c23)C(=O)N1c1cccc(-c2nn(-c3ccccc3)cc2-c2nc3ccccc3s2)c1,101,104,102,104,82,105,110,89,96
CN1CCN(Cc2nnc3n(Cc4ccccc4)c(=O)c4c5c(sc4n23)CCCC5)CC1,89,100,90,71,91,97,95,99,91
S=CN1CCCCC1,102,106,115,109,98,102,109,109,105
CC(=O)Nc1ccc2c(c1)Cc1cc(F)ccc1-2,87,98,106,74,99,109,106,93,91
O=c1c2cc3cc(Cl)ncc3n2c(=O)c2cc3ccccc3n12,96,111,111,98,·,115,106,89,102
CN(C)c1ccccc1/C=C1\Cc2c(Br)cccc2C1=O,92,87,85,68,80,89,95,73,87
NC(=O)NN1CCOCC1,102,104,99,95,110,106,108,134,100
Cc1nc2ccccc2c(/C=C/c2ccc(Cl)cc2)c1C(N)=O,108,106,104,103,·,94,105,85,99
CCOC(=O)NC(C)(C)CN(C(=O)OCC)c1ccccc1,117,·,103,·,96,104,108,119,116
COc1cc(/C=C2\C(=O)N(c3c(Cl)cccc3Cl)c3ccccc32)cc(OC)c1OCCCn1c2ccccc2c(=O)c2ccccc21,104,101,108,84,98,83,103,72,93
Cc1cc(=O)n(C(=O)Nc2ccc(F)c(Cl)c2)c2cc(O)ccc12,95,99,89,88,103,107,99,104,93
O=C(Nc1ccc(NC(=O)Oc2cccc3ccccc23)c2c1C(=O)c1ccccc1C2=O)Oc1cccc2ccccc12,90,99,69,51,72,92,101,56,77
O=c1c2ccccc2nc(COc2ccccc2)n1NCc1ccccc1,86,68,98,67,84,52,86,78,69
O=C1/C(=C/c2ccc(-c3cccc(C(F)(F)F)c3)o2)SC(=S)N1CCCN1CCOCC1,95,98,99,93,96,107,99,103,100
CCCN1C(=O)/C(=C\C(=O)c2cc3ccccc3oc2=O)c2ccccc21,98,95,182,87,86,102,114,89,96
CCCN(CCOC(=O)c1ccc([N+](=O)[O-])cc1)CCOC(=O)c1ccc([N+](=O)[O-])cc1,95,100,105,91,104,111,107,95,102
Brc1ccc(-c2cc(-c3cn(-c4ccccc4)nc3-c3ccc(OCc4ccccc4)cc3)on2)cc1,93,81,90,74,88,80,74,96,88
Nc1nc(C(=O)N/N=C/c2ccc(F)cc2)nn1-c1ccc(S(N)(=O)=O)cc1,91,98,105,89,99,98,106,92,101
CN1CCN(C(=S)SCCOc2cc(=O)oc3ccccc23)CC1,96,68,85,66,59,64,88,91,62
COc1ccc(/C=C(/C(=O)NS(=O)(=O)c2ccc(F)cc2)c2cc(OC)c(OC)c(OC)c2)cc1OC,114,100,122,94,91,95,103,126,103
O=C(c1ccc(OCCN2CCOCC2)cc1)C1[C@H](c2ccc(Cl)cc2)[C@@H](c2ccccc2)NC12C(=O)Nc1ccc(Cl)cc12 (stereo partly specified),56,25,50,16,48,48,10,24,38
O=C(O)c1cn(C2CC2)c2cc(N3CCN(C(=O)N(c4ccccc4)c4nc(-c5ccc(Cl)cc5)cs4)CC3)c(F)cc2c1=O,65,77,73,83,91,80,43,62,51
CCCC(C(=O)O)N1C(=O)CSC1=S (stereo unspecified),103,115,108,97,106,105,103,106,100
CCOC(=O)C1CCN(C(=O)CN2C(=O)c3ccccc3C2c2c[nH]c3ccccc23)CC1 (stereo unspecified),96,96,103,119,100,88,90,91,97
O=C(O)c1ccccc1N=N/C(=N\Nc1cc(S(=O)(=O)O)ccc1O)c1ccccc1,106,102,131,·,109,96,105,108,95
O=CN1N=C(c2ccc3c(c2)OCO3)CC1c1cccc(Nc2ccnc3cc(C(F)(F)F)ccc23)c1 (stereo unspecified),107,77,77,68,69,70,86,92,69
O=C(/C=C/Nc1cc(-c2ccccc2)nn1-c1ccccc1)c1cccs1,97,92,112,73,92,96,99,93,88
COc1ccc(/C=C2/C=C(c3ccc(F)cc3)N(Cc3ccccc3)C2=O)cc1,89,64,84,95,65,69,30,79,78
COc1ccc2c(=O)cc(-c3ccccc3)[nH]c2c1,57&66,-13*,5.5*!,-68*,24&57,37&53,4.2*,33,17&34
COc1ccc(Cn2ccc3c2-c2oncc2CCC3)cc1,88,91,109,100,·,80,99,93,96

# Among those listed so far, 2 contain a furan ring, fused or not.
SMILES,NCI-H322M,NCI/ADR-RES,SK-OV-3,NCI-H522,NCI-H226,OVCAR-4,NCI-H460,IGROV1,NCI-H23
CN(CCCCCl)P(=O)(OCc1ccc([N+](=O)[O-])o1)C(F)(F)C[C@H](NC(=O)CNC(=O)c1ccc(N=[N+]=[N-])cc1)C(=O)NCCc1ccc(O)cc1 (stereo partly specified),94,103,113,-67*,105,95,105,84,99
O=C1/C(=C/c2ccc(-c3cccc(C(F)(F)F)c3)o2)SC(=S)N1CCCN1CCOCC1,95,98,99,93,96,107,99,103,100

# (continued)
SMILES,NCI-H322M,NCI/ADR-RES,SK-OV-3,NCI-H522,NCI-H226,OVCAR-4,NCI-H460,IGROV1,NCI-H23
CC(=O)CC1CCCCCC1,99,105,104,·,98,·,105,102,105
CCOc1cccnc1/C=N/NC(N)=S,6.6*,49,43,79,54,26,20,-7.7*,74
COc1cc(-c2ccc(-c3ccc(C(=N)N)nc3)s2)cc(OC)c1OC,70,79,·,77,102,61,26,62,72
Cc1nc(N)nc(SCc2ccc([N+](=O)[O-])cc2)c1Br,101,85,113,86,104,90,100,104,98
O=c1oc2c(c(C(F)(F)F)nn2-c2ccccc2)c2ccccc12,110,104,107,102,101,108,106,101,103
O=C1OC(c2nc3ccccc3s2)=C/C1=C\c1cccc([N+](=O)[O-])c1,109,98,93,85,98,72,91,87,89
Oc1[nH]c2ccccc2c1Nn1c(N=N/C=c2/ccc3c(c2)C=NN=3)n[nH]c1=S,107,112,106,·,94,85,110,75,90
Cc1ccc(N)cc1S(=O)(=O)O,113&125,113&106,116&106,127,109&109,104&104,107&109,113&109,107&109
COc1ccc(C2(O)CCCCC2)cc1,105,104,107,100,92,112,105,111,98
CCOP(=O)(OCC)OC[C@]12CCC(C)(C)C=C1[C@H]1CC[C@@H]3[C@@]4(C)CC[C@H](OP(=O)(OCC)OCC)C(C)(C)[C@@H]4CC[C@@]3(C)[C@]1(C)CC2,1.6*,0.7*,-2.6*,-59*,-72*,-1.2*,-62*,-20*,-38*
Cc1ccnc(Nc2ccc([N+](=O)[O-])c(NCCN3CCOCC3)n2)c1,50,44,62,21,25,59,6.8*,28,42
CS(=O)c1nc2nnc([N+](=O)[O-])c(=O)n2[nH]1 (stereo unspecified),86,101,101,83,98,104,106,96,93

# From PubChem
